Assay outcomes deposited in PubChem by National Center for Advancing Translational Sciences (NCATS).
S-ASM inh – blocks human secretory acid sphingomyelinase; 340,000 compounds, 0.006% hits; P17405; placental ASM, HMU-PC fluorogenic substrate, 60 min; Potency, µM (highest dose often 57.5 µM), without a hit: top-dose activity change, negative = inhibition, most hits filed as inhibitors; also: potency is read from the fitted curve at half-maximal effect
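HMU-PC0 cleavage (9 uM final) by human placental ASM, 60 min at 37 °C following 10 min compound exposure at RT; stopped at pH 10, fluorescence Ex 386/Em 447 nm.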
TSG101-PTAP inh – blocks PTAP/TSG101 interaction to inhibit HIV-1 budding. Q99816. Fluorescence polarization, FITC-PTAP peptide / Tsg101 binding. Potency, µM (doses to about 115 µM), without a hit: top-dose activity change, negative = inhibition, usual class: inhibitors. 340,000 tested, under 10 active; active = well fitted inhibition curve with a large enough effect in the main read-out, with a control signal flat, not every such curve was filed as active; inconclusive = small, poorly fitted or top-dose-only effect, or effect the other way, or a change in a side signal; inactive = no such curve, though single readings can be large or run the other way; also: potency is read from the fitted curve at half-maximal effect; % of control where 0% means no effect
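Compounds were pin-transferred onto Tsg101 binding domain (10 uM final) in HEPES pH 7.5 buffer, then FITC-PTAP peptide was added at 50 nM final. After 20 min at RT, polarization reported peptide displacement across a qHTS concentration series.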
FBPA coupling cs – counter-screen for Giardia aldolase inhibitors: coupling enzyme system; coupling enzyme system counterscreen, AmpLite Red fluorescence; activity change, negative = inhibition, % at 58.2 µM, hits read low; 290,000 compounds, 0.67% hits; AID 2472; in the data active = activity change below about -30%; also: % is scaled to controls: 0 for no effect and ±100 for the full control effect
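Counterscreen of the coupled detection system alone, without aldolase: glyceraldehyde-3-phosphate coupling enzymes plus AmpLite Red readout. Compounds at 57.5 uM final, 10 min RT preincubation, 20 min RT reaction, fluorescence 525/598 nm.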
PKM2 activator – increases activity of human pyruvate kinase M2; P14618; purified PKM2, Kinase-Glo ATP luminescence, activation; response scale: 0% is enzyme alone, no compound; Potency, µM (titrated, usually from 57.5 µM), for inactives: at the highest dose activation, most hits filed as activators; 260,000 compounds, 0.34% hits; also: potency is read from the fitted curve at half-maximal effect; % is scaled to controls: 0 for no effect and ±100 for the full control effect; nearly all actives have a fitted effect of over 55% in size
Target sequence (P14618 whole entry, looked up): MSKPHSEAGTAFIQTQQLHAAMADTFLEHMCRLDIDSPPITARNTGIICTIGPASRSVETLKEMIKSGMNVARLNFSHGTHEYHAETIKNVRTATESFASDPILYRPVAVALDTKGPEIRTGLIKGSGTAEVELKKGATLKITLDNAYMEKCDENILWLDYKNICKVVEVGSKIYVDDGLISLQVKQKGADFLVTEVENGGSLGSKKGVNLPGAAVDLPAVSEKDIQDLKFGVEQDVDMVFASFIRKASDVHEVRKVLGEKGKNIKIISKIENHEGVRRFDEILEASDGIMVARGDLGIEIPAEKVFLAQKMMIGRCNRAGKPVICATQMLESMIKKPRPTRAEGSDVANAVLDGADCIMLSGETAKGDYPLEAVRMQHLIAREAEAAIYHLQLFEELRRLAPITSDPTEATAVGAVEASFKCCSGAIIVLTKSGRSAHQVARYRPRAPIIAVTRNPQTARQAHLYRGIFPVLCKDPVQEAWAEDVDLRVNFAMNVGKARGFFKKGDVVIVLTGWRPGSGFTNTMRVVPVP
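Purified hPK-M2 (>95% pure) converted ADP (0.1 mM final) to ATP with 0.5 mM PEP in 50 mM imidazole pH7.2, KCl, MgCl2, Tween 20, BSA; 1 h at room temperature. ATP detected by Kinase-Glo luminescence.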
Menin-MLL TR inh – displaces Texas Red mutant MLL peptide from human menin. O00255. Menin + Texas Red MLL mutant peptide, fluorescence polarization. Potency, µM (titrated, usually from 61.6 µM), for the others: top-dose FP activity change, negative = inhibition, actives largely listed as inhibitors. 270,000 compounds, 0.23% hits. AID 1768; active = well fitted inhibition curve with a large enough effect in the polarisation, with a control signal flat, not every such curve was filed as active; inconclusive = small, poorly fitted or top-dose-only effect, or effect the other way, or a change in a side signal; inactive = no such curve, though single readings can be large or run the other way; the % refers to the polarisation; also: potency is read from the fitted curve at half-maximal effect; % of control where 0% means no effect; many of its hits are not listed in these tables
GALK inh – inhibitors of human galactokinase | P51570 | Purified GALK, Kinase-Glo residual ATP luminescence | 270,000 compounds, 0.007% hits | Potency, µM (series often up to 57.5 µM), for the others: at the top dose activity change, negative = inhibition, hits mostly inhibitors; also: potency is read from the fitted curve at half-maximal effect; % is scaled to controls: 0 for no effect and ±100 for the full control effect
Target sequence (P51570 whole entry, looked up): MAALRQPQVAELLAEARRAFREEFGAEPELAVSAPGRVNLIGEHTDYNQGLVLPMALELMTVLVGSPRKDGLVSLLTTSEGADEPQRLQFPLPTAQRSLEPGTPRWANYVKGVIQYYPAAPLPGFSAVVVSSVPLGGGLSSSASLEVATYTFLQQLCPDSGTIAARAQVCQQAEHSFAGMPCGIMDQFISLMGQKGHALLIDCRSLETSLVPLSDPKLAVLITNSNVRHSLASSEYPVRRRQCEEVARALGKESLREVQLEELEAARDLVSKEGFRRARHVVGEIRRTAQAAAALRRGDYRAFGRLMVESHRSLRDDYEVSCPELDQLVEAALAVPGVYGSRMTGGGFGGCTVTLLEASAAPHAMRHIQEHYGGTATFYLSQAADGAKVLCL
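Human GALK (5 nM) with 35 uM ATP and 100 uM galactose in 20 mM HEPES pH 8.0, 5 mM MgCl2, 60 mM NaCl, 1 mM DTT, 0.01% BSA. After 1 h at room temperature, leftover ATP was read by Kinase-Glo Plus luminescence.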
B2AR arrestin – agonists driving beta-arrestin recruitment to human beta2-adrenergic receptor. beta-arrestin recruitment to beta2AR, cell-based reporter. Potency, µM (doses to about 46.1 µM), without a hit: at the highest dose activation, most hits filed as activators. 330,000 compounds, 0.02% hits;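 also: potency is read from the fitted curve at half-maximal effect; 0% = DMSO controls and full agonism = EC100 isoproterenol or metaproterenol; nearly all actives have a fitted effect of over 65% in size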
Giardia killer – Giardia lamblia killing; Giardia lamblia trophozoite viability; 340,000 compounds, 0.15% hits; activity change, % at 7.66 µM, hits read low; AID 540267; in the data active = activity change below about -80%; inconclusive = between about -30% and that limit;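 also: parasites exposed to compound for two days anaerobically before the ATP read; % is scaled to controls: 0 for no effect and ±100 for the full control effect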
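Luminescence from cellular ATP indicates surviving trophozoites (100 cells/well) following 48 hrs anaerobic compound treatment at 37 deg C; signal develops 15-30 min at room temperature.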
Chronic BCR inh – chronic active BCR signaling inhibition | ABC-DLBCL IkBa-CBG/CBR reporter, luminescence ratio, 4 h | Potency, µM (highest dose often 46.1 µM), inactives show top-dose ratio change, negative = lower green/red ratio, most hits filed as inhibitors | AID 493014 | 340,000 compounds, 0.05% hits; active = well fitted inhibition curve with a large enough effect in the signal ratio, with a control signal flat, not every such curve was filed as active; inconclusive = small, poorly fitted or top-dose-only effect, or effect the other way, or a change in a side signal; the % refers to the signal ratio;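 also: potency is read from the fitted curve at half-maximal effect; plate controls were basal doxycycline-induced cells for no effect and cells given 10 µM MG132 for full effect; MG132 reads +100%, hits lower the ratio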
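TMD8 human ABC-DLBCL cells with doxycycline-inducible IκBα–green luciferase fusion and unfused red luciferase, in 0.5% FBS medium; compounds up to 46 uM, 4 h at 37C. Green/red luminescence ratio, filter-overlap corrected, fitted to concentration-response curves.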
Tb PFK block – inhibitors of T. brucei phosphofructokinase | O15648 | T. brucei PFK, ADP-Glo luminescence | 330,000 compounds, 0.17% hits | Potency, µM (top dose mostly 57.5 µM), for the others: at the top dose activity, negative = inhibition, hits mostly inhibitors;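 also: potency is read from the fitted curve at half-maximal effect; 0% = uninhibited 1x PFK enzyme wells and -100% = no-enzyme wells; nearly all actives have a fitted effect of over 60% in size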
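In TEA buffer at pH 8.0 with 5 mM MgCl2, enzyme (1.25 nM) converted F6P (0.5 mM) and ATP (0.1 mM) for 45 min at room temperature. ADP product was read by luciferase luminescence.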
Integrin act MD – activators of alpha7 integrin expression for muscular dystrophy; alpha7betagal myoblasts, beta-gal FDG fluorescence, 48 h; Potency, µM (series often up to 38.3 µM), inactives show top-dose activation, hits mostly activators; 350,000 compounds, 0.064% hits; AID 624291;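 also: potency is read from the fitted curve at half-maximal effect; 100% = response of the positive control SU9516; nearly all actives have a fitted effect of over 60% in size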
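Alpha7betagal+/- myoblasts (passage 13) were plated 16-24 hr, then exposed to compounds (1:260 dilution of DMSO stock) for 48 hours at 37C. After MPER lysis, β-galactosidase reporter activity was read as FDG fluorescence (ex 480/em 540) after 30 minutes.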
The depositor's hits bear a star; ? = inconclusive; nt = no result given; [ ] = remark or other dose. Unless noted, calls follow the shape of the dose curve; as a rule, active = well fitted curve in the direction sought with a large enough effect; inconclusive = small, poorly fitted or top-dose-only effect, or another doubt; inactive = no such curve, though single readings can be large; an effect the other way counts as inactive or inconclusive. An excerpt. The share of hits here may be higher or lower than overall.

Screens in order – S-ASM inh, TSG101-PTAP inh, FBPA coupling cs, PKM2 activator, Menin-MLL TR inh, GALK inh, B2AR arrestin, Giardia killer, Chronic BCR inh, Tb PFK block, Integrin act MD
(1) CN1CCN(C2=Nc3c(Cl)cc(Cl)c4cccc2c34)CC1
  -19%, -11%, -19, -4%, -17%, 8%, 0.1%, -6, 13%, -2%, ?
(2) COc1ccc(Nc2ncc(F)c(N3CCOCC3)n2)cc1
  0%, -2%, 0, 23%, 0%, 5%, 0.1%, -15, -7%, -11%, 24%
(3) Fc1ccc(CNC(=S)NC2CCCCCC2)cc1
  5%, 0%, -1, -1%, 13%, -4%, -0.3%, 11, 2%, 4%, 5%
(4) CC(C)Sc1cc(Cl)nc(NC(=O)Nc2ccccc2)n1
  2%, 0%, -9, nt, 21%, -5%, 0.3%, -2, ?, -1%, ?
(5) O=C(CSc1nnc(NC(=O)c2cc(Br)ccc2Cl)s1)NCC1CCCO1 (stereo unspecified)
  3%, -2%, nt, 1%, nt, -1%, 0.5%, -17, 1%, -16%, 7%
(6) CC(C)CNC(=O)CC(=O)N/N=C/c1ccc(F)cc1
  0%, 0%, 3, -6%, 1%, nt, -1.9%, -4, 4%, 5%, 10%
(7) COc1cc(SC)ccc1C(=O)NCCCOC(C)C
  3%, -5%, 3, -1%, 1%, 0%, -0.6%, -8, -5%, -2%, 2%
(8) NS(=O)(=O)c1ccc(N=Cc2ccc(Br)s2)cc1
  5%, 0%, 0, 2%, 1%, 1%, -0.7%, 6, -2%, 7%, 3%
(9) Cc1sc2c(c1C)CN(CCN1CCOCC1)CN2C(=O)c1ccccc1
  -2%, 0%, 1, 0%, -1%, 0%, 0.0%, -12, -6%, -2%, -13%
(10) CCn1c(SCC(=O)c2[nH]c(C)c(C(C)=O)c2C)nnc1-c1ccccc1
  -2%, -4%, -6, -2%, -11%, 0%, -0.9%, 3, -1%, -3%, -21%
(11) CC(Oc1ccccc1)C(=O)NC1CCSc2ccccc21 (stereo unspecified)
  2%, -9%, nt, nt, nt, nt, 0.0%, 16, 2%, 0%, -9%
(12) CC(=O)N(CCC1(c2ccc(C)cc2)CCOC(C(C)C)C1)Cc1ccco1 (stereo unspecified)
  -1%, 0%, 0, -8%, ?, 4%, 0.1%, -4, ?, -11%, 14%
(13) COc1ccc(C(=O)NCC(=O)NCC(=O)OCC(=O)c2ccc(Br)cc2)cc1
  -4%, -3%, 0, -4%, ?, -2%, -0.1%, -18, 3%, 0%, -1%
(14) CCOc1ccc2nc(SC3CC(=O)N(c4ccc(OC)cc4)C3=O)sc2c1 (stereo unspecified)
  -12%, -10%, 0, 2%, 3%, 1%, 0.4%, -12, -6%, -3%, -65%[inhibitor]
(15) N#CC(C(=O)CCN1C(=O)C2CC=CCC2C1=O)c1nc2ccccc2[nH]1 (stereo unspecified)
  -1%, -12%, 3, -2%, -7%, 0%, 0.0%, 2, -7%, 21%, 1%
(16) COC(=O)c1ccc(S(=O)(=O)N2CCC(c3nc4ccccc4o3)CC2)cc1
  10%, 0%, 0, 4%, -6%, 1%, -0.1%, -10, ?, 5%, 16%
(17) COc1ccc(N2CCN(C(=O)C3CCN(C(=O)c4ccccc4Cl)CC3)CC2)cc1
  -4%, -4%, 0, 0%, 8%, -3%, 0.0%, -12, 4%, 3%, 3%
(18) CC(=O)c1cccc(NC(=O)CC2CCCC2)c1
  -1%, -1%, 0, -2%, 9%, -3%, -0.7%, 7, ?, 1%, -33%
(19) O=C(Nc1nc(-c2ccccc2)cs1)c1ccccc1NS(=O)(=O)c1ccc(F)cc1
  68%[activator], -5%, 9, 6%, ?, -20%, 2.8%, 12, ?, 1%, -54%[inhibitor]
(20) C/C(=N\Nc1ccc2nncn2n1)c1ccc(Br)s1
  -1%, -1%, -2, -6%, nt, 1%, 0.2%, -8, 14%, -4%, -3%

A few values from the entries so far.
Integrin act MD with #20 = -3%
Menin-MLL TR inh with #9 = -1%

Other results follow.
Screens in order – S-ASM inh, TSG101-PTAP inh, FBPA coupling cs, PKM2 activator, Menin-MLL TR inh, GALK inh, B2AR arrestin, Giardia killer, Chronic BCR inh, Tb PFK block, Integrin act MD
(21) C[C@@H]1O[C@@H](OC[C@H]2O[C@@H](Oc3c(-c4ccc(O)cc4)oc4cc(O)cc(O)c4c3=O)[C@H](O)[C@@H](O)[C@@H]2O)[C@H](O)[C@H](O)[C@H]1O
  0%, 1%, nt, nt, nt, nt, 0.0%, 1, ?, 5%, 8%
(22) COc1ccc(OCC(=O)NNC(=O)C2CCN(c3ncnc4sc(C)c(C)c34)CC2)cc1
  -3%, -2%, nt, nt, nt, nt, 0.0%, ?, ?, 17%, -4%
(23) O=C(Nc1ccncc1)c1c(F)c(F)c(F)c(F)c1F
  0%, -3%, 1, -3%, 1%, 5%, -0.7%, ?, -1%, 0%, -60%[inhibitor]
(24) CCc1nc2ccc(C(=O)N3CCN(c4cc(C)ccc4C)CC3)cc2nc1CC
  -10%, -3%, 6, -1%, -25%, 6%, -0.7%, 10, ?, 1%, 3%
(25) Cc1nnc(SCc2c(Cl)cccc2Cl)n(N)c1=O
  -11%, -3%, -1, 0%, -7%, -3%, 0.3%, -1, 5%, 0%, 9%
(26) CC(=O)O[C@H](COc1c2ccoc2cc2oc(=O)ccc12)C(C)(C)O
  52%[activator], nt, nt, nt, nt, nt, 0.3%, 0, -1%, 0%, 12%
(27) CN(CC1COc2ccccc2O1)C(=O)CSc1ncnc2sccc12 (stereo unspecified)
  0%, -9%, nt, nt, nt, nt, -0.9%, ?, -13%, 0%, -20%
(28) N/C(=N\OC(=O)c1ccc(Cl)cc1Cl)c1cccnc1
  -2%, -1%, -2, -10%, -4%, 1%, 0.3%, -4, ?, 11%, 19%
(29) O=C(Nc1ccc([N+](=O)[O-])cc1)Nc1ccc(N2CCOCC2)c2nonc12
  -17%, -2%, -18, -8%, ?, -3%, 0.1%, 7, ?, -1%, -6%
(30) O=C(Cn1nnc(-c2cccs2)n1)NCCc1ccccc1
  1%, -4%, -2, -11%, 22%, 1%, -1.2%, -6, -2%, 0%, 0%
(31) O=C1N/C(=C\c2ccc(O)cc2)C(=O)c2ccccc21
  -8%, -6%, -31*, 4%, ?, 0%, 0.7%, -3, -18%, 19%, -42%[inhibitor]
(32) COc1ccccc1NC(=O)c1cc(S(=O)(=O)N2CCC3(CC2)OCCO3)ccc1F
  0%, -2%, 0, 0%, -4%, 3%, -0.5%, -6, 0%, 1%, -9%
(33) COc1ccc(NC(=O)CSc2nncn2C)c([N+](=O)[O-])c1
  -5%, -10%, 1, 5%, 34%[activator], 2%, -0.8%, -3, -1%, 1%, 0%
(34) O=C(NCc1ccco1)NC(=O)c1csc([N+](=O)[O-])c1
  2%, 1%, 0, 2%, nt, 3%, -0.6%, -82*, ?, -12%, ?
(35) O=S1(=O)N=C2CCCCCN2C(c2ccncc2)N1 (stereo unspecified)
  1%, -2%, 0, 0%, 2%, 1%, 0.2%, 6, 2%, -3%, 15%
(36) CCOC(=O)c1ccc(N2CCOCC2)c(NC(=O)c2ccc3c(c2)OCO3)c1
  0%, -1%, 1, -3%, -19%, 7%, 0.5%, 6, -8%, 1%, -23%

Arranged by length of the SMILES (largest number first): some entries from above.
Screens in order – S-ASM inh, TSG101-PTAP inh, FBPA coupling cs, PKM2 activator, Menin-MLL TR inh, GALK inh, B2AR arrestin, Giardia killer, Chronic BCR inh, Tb PFK block, Integrin act MD
(32) COc1ccccc1NC(=O)c1cc(S(=O)(=O)N2CCC3(CC2)OCCO3)ccc1F
  0%, -2%, 0, 0%, -4%, 3%, -0.5%, -6, 0%, 1%, -9%
(24) CCc1nc2ccc(C(=O)N3CCN(c4cc(C)ccc4C)CC3)cc2nc1CC
  -10%, -3%, 6, -1%, -25%, 6%, -0.7%, 10, ?, 1%, 3%
(2) COc1ccc(Nc2ncc(F)c(N3CCOCC3)n2)cc1
  0%, -2%, 0, 23%, 0%, 5%, 0.1%, -15, -7%, -11%, 24%
(11) CC(Oc1ccccc1)C(=O)NC1CCSc2ccccc21 (stereo unspecified)
  2%, -9%, nt, nt, nt, nt, 0.0%, 16, 2%, 0%, -9%
